Screens deposited in PubChem BioAssay by Sanford-Burnham Center for Chemical Genomics.
NLRP3 yeast inh: NALP3 inflammasome inhibitors in reconstituted yeast, primary screen, luminescence, uHTS. Yeast reconstituted NLRP3/ASC/caspase-1, beta-gal luminescence, 24 h. inhibition, % at 10 µM. 330,000 compounds, 0.39% hits. AID 2825, 2010;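 active = inhibition of 50% or more; inactive = inhibition below 50%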;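 also: plate controls were induced DMSO wells for no effect and uninduced yeast grown without galactose for full effect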
XBP1 UPR activ: activators of adaptive XBP1 UPR arm, primary screen, cell-based, CHO-XBP1 luciferase reporter, luminescence, uHTS | IRE1-XBP1 UPR activation; percent of tunicamycin response, DMSO as zero | activation, % at 20 µM | 330,000 compounds, 0.33% hits | AID 463104, 2010;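 active = versus positive control, 20 µM dose yields 30% or more activation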;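 also: 100% = tunicamycin at 10 µg/mL and 0% = DMSO only wells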
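Material: CHO-XBP1 cells stably carrying IRE1-XBP1-driven luciferase reporter / Amount: 1000 cells per well / Compound: 20 µM, 1% DMSO / Times: 6 h treatment, 37 °C / Detection: luciferase luminescence / Measure: % activation of reporter signal versus tunicamycin and DMSO controls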
APJ ag: agonists of human apelin receptor APJ, primary screen, CHO-K1 cells, PathHunter beta-arrestin, luminescence | P35414 | 0% DMSO wells, 100% apelin | activation, % at 20 µM | 330,000 compounds, 0.11% hits;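 active = activation more than six SD over the plate average, tested at 20 µM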;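 also: 0% = DMSO alone and 100% = apelin-13 at 10 nM; some results filed as inactive read as strong as hits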
Target sequence (P35414 whole entry, looked up): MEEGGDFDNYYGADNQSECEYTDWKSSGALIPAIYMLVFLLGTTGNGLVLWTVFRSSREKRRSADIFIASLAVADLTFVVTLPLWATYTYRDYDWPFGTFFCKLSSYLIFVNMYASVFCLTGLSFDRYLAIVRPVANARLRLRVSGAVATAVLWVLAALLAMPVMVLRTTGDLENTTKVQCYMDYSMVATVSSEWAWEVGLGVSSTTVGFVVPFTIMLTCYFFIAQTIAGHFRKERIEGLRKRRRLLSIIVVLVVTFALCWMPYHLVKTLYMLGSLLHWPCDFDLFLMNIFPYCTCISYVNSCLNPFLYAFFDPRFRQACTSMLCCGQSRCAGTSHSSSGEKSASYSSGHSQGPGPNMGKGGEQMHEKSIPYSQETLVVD
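assay system = CHO-K1 APJ beta-arrestin complementation cell line | input = cell density 1000 per well | dosing = compound 20 µM once, DMSO 1% | timing = compound 90 min 25 °C, reagent 1 h | measured by = luminescence from split beta-galactosidase complementation, Galacton Star/Emerald II substrate | read-out basis = APJ agonist activity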
tim23-1 inh: growth inhibitors of tim23-1 mutant yeast, primary screen, luminescence, uHTS; S. cerevisiae tim23-1 growth, BacTiter-Glo luminescence, 24 h; inhibition, % at 20 µM; 330,000 compounds, 1.3% hits;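 active = growth inhibition of the mutant yeast at or above 50%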;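 also: temperature-sensitive mutant grown at 25 °C; plate controls were DMSO-treated mutant yeast for no effect and medium wells lacking yeast for full effect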
UPR CHOP act: activators of apoptotic CHOP UPR arm, primary screen, cell-based, CHO-CHOP luciferase reporter, luminescence, uHTS | 330,000 compounds, 0.34% hits | UPR activation; percent of tunicamycin response over DMSO baseline | activation, % at 10 µM;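 active = at 10 µM dose, activation of 40% or more, normalized to positive control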;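 also: 100% = tunicamycin at 10 µg/mL and 0% = DMSO alone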
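Material: CHO-CHOP cells, stable luciferase reporter of PERK-eIF2a-CHOP signalling; quantity: 500 reporter cells seeded per well; buffer or medium: F12 medium containing 10% fetal bovine serum; compound: one dose, 10 µM in 0.5% DMSO; incubation: 6 h compound treatment, 37 °C; measured by: Steady-Glo luciferase luminescence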
tim10-1 inh: growth inhibitors of tim10-1 mutant yeast, primary screen, luminescence, uHTS; AID 463190, 2010; 330,000 compounds, 2.2% hits; S. cerevisiae tim10-1 ts strain growth, BacTiter-Glo, 24 h; inhibition, % at 20 µM;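 active = inhibition of at least 40%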;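 also: mutant grown at 25 °C; 0% = DMSO wells with yeast and 100% = wells holding no yeast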
NR3A LBD binder: binders of NR3A ligand-binding domain, primary screen, biophysical, differential scanning fluorimetry, uHTS | Glutamate receptor ionotropic, NMDA 3A (GRIN3A) ligand-binding domain | NR3A LBD differential scanning fluorimetry, Tm shift; 0% = protein alone, 100% = glycine-bound protein | Tm shift relative to glycine control, % at 25 µM | 340,000 compounds, 2.5% hits | AID 1259313, 2017;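 active = melting temperature shift of at least 10% of the positive control shift, at one fixed dose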
TIM10 inh: growth inhibitors of isogenic TIM10 control yeast, primary screen, counter-screen for tim10-1 yeast inhibitor project, luminescence, uHTS | S. cerevisiae TIM10 strain growth, BacTiter-Glo luminescence, 24 h | inhibition, % at 10 µM | 330,000 compounds, 1.4% hits | AID 463195, 2010;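 active = inhibition of 40% or more at the single tested concentration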;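 also: wild-type TIM10 isogenic control strain grown at permissive 25 °C; 0% = DMSO yeast wells and 100% = minimal medium wells without yeast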
Mdm2 MdmX PPI: inhibitors of human Mdm2-MdmX association, primary screen, cell-based, luminescence, split luciferase, SaOS-2, uHTS; SaOS-2 split-luciferase Mdm2/MdmX complementation; Protein Mdm4 (Homo sapiens) + E3 ubiquitin-protein ligase Mdm2 (Homo sapiens), …; 330,000 compounds, 3% hits; inhibition, % at 8 µM;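 active = inhibition of at least 50% at 8 µM in the primary screen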
Active calls of the source: *; nt = not tested or not shown.

smiles	XBP1 UPR activ	tim23-1 inh	APJ ag	TIM10 inh	tim10-1 inh	NR3A LBD binder	NLRP3 yeast inh	UPR CHOP act	Mdm2 MdmX PPI
COc1ccc(CCC(=O)OCC(=O)Nc2ccc3[nH]c(=O)[nH]c3c2)cc1	3.3	3.3	7.5	-3.9	-4.0	4.4	19.6	0.4	-4.9
COc1ccccc1N(/N=C1\Sc2ccccc2C1=O)C(C)=O	-6.0	32.0	-5.0	24.0	21.0	1.5	10.8	-1.0	35.5
CCCCC(=O)N1C/C=C\C(c2ccc(OC)cc2)N(Cc2ccc(F)cc2)C(=O)[C@H]1Cc1ccccc1 (stereo partly specified)	-5.2	17.3	-1.2	16.7	24.0	-2.1	10.9	3.7	34.9
O=C(NCc1ccccc1)NC1CCCCC1	-1.0	-3.8	-5.8	-8.7	6.2	0.4	7.3	4.1	14.0
COCCn1c(=NC(=O)c2ccco2)sc2cc(C(=O)OC)ccc21	-1.0	3.6	-2.0	1.9	6.5	-2.6	11.1	-0.6	27.0
Clc1ccc(-c2noc(/C=C/c3ccccc3)n2)cc1	3.1	9.3	-0.4	15.3	9.5	-0.6	16.6	1.2	-47.3
C=CCN1C(=O)C2C3C=CC(C2C1=O)C1C2C(=O)N(CC=C)C(=O)C2C31 (stereo unspecified)	-0.9	-0.9	-0.1	-6.5	-8.5	-0.1	6.2	3.6	8.4
CCN(C(=O)c1cnc(OC)cc1C(F)(F)F)c1ccc(Cl)cc1Cl	-1.0	20.1	-6.6	-0.8	18.7	-2.1	14.5	-0.6	10.4
Clc1ccc(-c2nc(N3CCOCC3)nc3ccccc23)cc1	1.4	15.7	-3.7	1.1	7.0	-1.0	5.9	1.9	32.6
O=[N+]([O-])c1ccc(S(=O)(=O)CC(CN2CCOCC2)N2CCOCC2)cc1 (stereo unspecified)	0.7	12.8	-1.0	1.1	10.9	0.1	15.8	2.4	27.8
Cc1cc(C)c(C)c(S(=O)(=O)Nc2ccccc2C(=O)NN2CCOCC2)c1C	0.2	12.8	-2.3	4.6	3.8	-0.5	-5.8	2.6	-0.9
CC(NC(=O)c1ccccc1)C(=O)N/N=C/c1cccc([N+](=O)[O-])c1 (stereo unspecified)	0.8	-30.9	-2.7	4.8	-2.5	-0.6	17.7	4.7	8.4

Continued:
smiles	XBP1 UPR activ	tim23-1 inh	APJ ag	TIM10 inh	tim10-1 inh	NR3A LBD binder	NLRP3 yeast inh	UPR CHOP act	Mdm2 MdmX PPI
CCCCCCCCCCSc1n[nH]c(N)n1	-3.2	38.9	1.5	22.4	33.9	-28.8	20.3	1.4	24.9
Cc1csc(NC(=O)c2ccccc2C(=O)O)n1	2.7	-1.1	-2.6	-8.9	20.7	3.8	8.9	-3.6	10.8
Cn1nc(C(=O)OCC(=O)Nc2cc(Cl)ccc2C#N)c2ccccc2c1=O	-4.2	-6.6	-2.6	-9.1	-0.1	-0.2	6.5	-1.5	-5.0
Cc1c(-c2csc(N)n2)c2ccccc2n1C	-1.9	29.7	-4.7	10.9	29.1	-0.6	9.7	1.5	20.5
CCN(CC)CCOC(=O)c1cccc(Br)c1	-0.7	4.6	-2.2	0.6	-0.8	-1.2	5.7	-1.1	-1.2
Cc1cccn2c(CNCCCOc3cccnc3)c(C(=O)N3CCOCC3)nc12	1.4	11.2	-2.9	2.1	5.3	-0.6	11.8	-0.4	-1.8
CCn1c(C(=O)O)c(CC(=O)N(C)c2ccc(OC)cc2OC)c2ccccc21	-5.4	8.1	-2.3	8.6	-0.6	-7.8	1.7	-0.7	-15.7
CC(C)(C)NC(=O)NC(=O)COC(=O)C1=COCCO1	0.1	1.0	-4.6	9.7	5.4	0.9	-2.9	0.2	14.2
COc1ccccc1NC(=O)COc1cc(C)nc(C(C)C)n1	-2.8	3.9	-0.9	0.5	-1.1	1.9	2.8	1.6	19.1
C=C(C)COc1ccc(-c2n[nH]c(C)c2Oc2ccccc2OC)c(O)c1	2.3	28.5	-3.7	15.7	39.0	8.9	10.1	-0.9	33.0
CC(=O)c1ccccc1NC(=O)CCN1C(=O)C2CCCCC2C1=O (stereo unspecified)	-2.8	0.2	-1.5	-0.9	3.4	1.1	2.5	0.2	17.4
CNC(=S)N/N=C/c1cc(Br)c(OCc2ccncc2)c(OC)c1	-0.6	-4.7	0.5	-3.5	4.7	-1.4	17.2	0.9	25.9

The list goes on.
smiles	XBP1 UPR activ	tim23-1 inh	APJ ag	TIM10 inh	tim10-1 inh	NR3A LBD binder	NLRP3 yeast inh	UPR CHOP act	Mdm2 MdmX PPI
COc1ccc2[nH]cc(CCNC(=O)C3CCCO3)c2c1 (stereo unspecified)	4.2	12.4	-2.8	13.5	-10.8	1.2	25.1	-1.4	0.3
O=C(Nc1ccccc1Cl)c1cc[n+](Cc2ccc([N+](=O)[O-])cc2)cc1	0.0	-9.8	-2.8	-6.7	9.4	0.3	23.1	-0.1	10.2
COc1cccc2c(=O)cc(C)n(CC(=O)Nc3ccc(C)c(C)c3)c12	1.4	14.7	-1.8	5.1	4.6	-2.5	24.5	-2.5	-1.6
CCc1noc(C)c1C(=O)N1CCCC(N2CCN(c3cccc(Cl)c3)CC2)C1 (stereo unspecified)	-2.5	15.9	-2.3	3.4	6.9	-0.4	5.5	2.7	-1.2
O=C(COc1ccc(S(=O)(=O)N2CCOCC2)cc1)Nc1ccccc1F	1.8	6.1	-6.3	8.0	21.2	1.2	15.0	0.0	13.3
OC(COC(c1ccccc1)c1ccccc1)CN1CCN(c2ccccn2)CC1 (stereo unspecified)	0.7	5.0	-4.6	11.1	24.6	0.3	24.7	20.1	19.5
Cc1noc(C)c1CSCC(=O)Oc1ccc(N(C)S(=O)(=O)c2ccc(Cl)cc2)cc1	-0.4	17.8	0.2	-4.2	9.1	nt	19.6	-1.1	22.8
COC(=O)n1c(=O)oc2cc(S(=O)(=O)N3CCCCC3)ccc21	-2.2	13.1	-1.7	-10.8	17.7	0.9	-1.7	0.1	-3.8
Cc1cc(C)c2oc(C(=O)Nc3ccc(S(=O)(=O)Nc4nccc(C)n4)cc3)cc(=O)c2c1	-1.1	-3.1	-4.4	8.7	13.3	-0.3	13.9	-2.0	4.9
COC(=O)c1cc(S(=O)(=O)N2CCN(c3cccc(C)c3C)CC2)c[nH]1	-1.4	26.1	1.4	30.8	50.9*	0.5	-8.8	2.1	9.2
CC1CCN(C(=S)NC(=O)c2ccc(C(C)(C)C)cc2)CC1	-6.3	40.8	8.0	27.1	18.9	1.6	37.5	0.6	21.2
CCOC(=O)CSCC(=O)N1CCC(Cc2ccccc2)CC1	2.0	19.6	1.7	6.0	9.7	1.1	7.0	0.7	26.2

The list goes on:
smiles	XBP1 UPR activ	tim23-1 inh	APJ ag	TIM10 inh	tim10-1 inh	NR3A LBD binder	NLRP3 yeast inh	UPR CHOP act	Mdm2 MdmX PPI
COc1ccc(N2C(=O)CSC23C(=O)Nc2ccccc23)cc1OC (stereo unspecified)	-2.2	2.6	-3.4	11.5	18.0	6.0	7.7	-0.1	-3.1
COC(=O)c1sc2nc(SCc3cccc(Cl)c3)n(N)c(=O)c2c1C	-0.1	-4.7	-3.6	19.2	6.9	0.7	-1.4	-1.0	-4.1
COc1ccc(CCNC(=O)CCn2c(=O)c3cccn3c3cccnc32)cc1OC	-1.6	12.6	-3.8	-3.1	23.8	-1.2	2.6	1.1	7.1
COc1ccc(C)cc1N(CC(=O)N1CCCC1)S(C)(=O)=O	-3.7	19.8	-0.9	0.0	-16.5	0.1	13.2	-2.1	1.3
COc1ccc(-n2c(C)c(C(C)=O)c3cc(O)ccc32)cc1	-1.1	-2.3	-4.7	8.9	9.4	-0.7	-11.2	0.4	93.3*
CCCc1cc(=O)oc2cc(OCC(=O)NCCc3c[nH]c4ccccc34)ccc12	0.2	0.7	2.1	0.1	0.0	-2.4	15.1	2.5	20.6
CCOC(=O)N1CCC(N(CCN(C)C)C(=S)Nc2cccc(Cl)c2)CC1	-3.8	10.8	-6.6	6.1	16.2	0.8	8.0	0.0	11.8
O=C(NC(=S)Nc1ccc2c(c1)OCCO2)c1ccco1	-3.9	20.9	-1.3	2.8	-23.0	-1.8	21.1	3.2	-76.5
Cc1ccccc1NC(=O)C1CCCN1S(=O)(=O)c1cccc2cccnc12 (stereo unspecified)	0.4	33.5	-1.4	10.2	30.2	7.2	11.9	0.8	4.7
Cc1ccc(S(=O)(=O)N2CCCC(C(=O)NCCc3ccc(S(N)(=O)=O)cc3)C2)cc1 (stereo unspecified)	-0.2	6.2	-0.1	-9.5	-5.5	-2.7	18.3	1.8	16.0
CC(C(=O)N1CCOCCOCCOCC1)N1C(=O)c2ccccc2C1=O (stereo unspecified)	-0.2	-2.0	-1.0	4.4	6.2	-0.3	20.9	-1.4	-2.4

Single records, as listed above. Screens in order: XBP1 UPR activ | tim23-1 inh | APJ ag | TIM10 inh | tim10-1 inh | NR3A LBD binder | NLRP3 yeast inh | UPR CHOP act | Mdm2 MdmX PPI
COc1ccc(-n2c(C)c(C(C)=O)c3cc(O)ccc32)cc1 is entered as -1.1 | -2.3 | -4.7 | 8.9 | 9.4 | -0.7 | -11.2 | 0.4 | 93.3*
CC(C(=O)N1CCOCCOCCOCC1)N1C(=O)c2ccccc2C1=O (stereo unspecified) is entered as -0.2 | -2.0 | -1.0 | 4.4 | 6.2 | -0.3 | 20.9 | -1.4 | -2.4
